# Screens (PubChem BioAssay)
# A549 tox: kills or reduces viability of A549 cells in Nrf2 counter-screen. A549 ARE-Fluc cells, CellTiter-Fluor viability, 18-24 h. Potency, µM (top dose mostly 46 µM), for inactives: at the top dose activity change, negative = cytotoxicity, most hits filed as inhibitors. 390,000 tested, 0.16% active. AID 504648; also: potency is read from the fitted curve at half-maximal effect; % is scaled to controls: 0 for no effect and ±100 for the full control effect
#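 A549 ARE_Fluc cells in 5% FBS OPTI-MEM were exposed to compounds in concentration-response for 18-24 h at 37 deg C. Viability was read by CellTiter-Fluor fluorescence (Ex 405/Em 525) after 30 min, before the luciferase read.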
# Akt phos inh: inhibitors of Akt phosphorylation | activity change, % for hits at 50 µM | Neuro2A IGF-stimulated pAkt S473 HTRF, 20 min; stronger effect = lower value | 360,000 tested, 0.32% active | AID 651550; in the data active = activity change below about -80%; inconclusive = mostly about -51% to -80%; also: % is scaled to controls: 0 for no effect and ±100 for the full control effect
#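 Neuro2A cells (4,500/well, DMEM with 0.5% FBS) were treated with compound at a single 50 µM final concentration, stimulated with 6 nM IGF for 20 min at 37 °C, and lysed. Phospho-Akt Ser473 was read by HTRF as 665/615 ratio ×10^4.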
# TGFb inhibitor: blocks TGF-b signaling; 410,000 tested, 1.2% active; Potency, µM (top dose mostly 46.1 µM), inactives show top-dose activity, negative = inhibition, actives largely listed as inhibitors; HepG2 CAGA-GFP TGF-b/SMAD3 reporter, GFP fluorescence, 18 h; TGF-beta stimulated, 500 pg/mL final; also: potency is read from the fitted curve at half-maximal effect; % is scaled to controls: 0 for no effect and ±100 for the full control effect; nearly all actives have a fitted effect of over 65% in size
#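 HEPG2 CAGA-GFP, 1000 cells/well; 2 h settle, 37 C; cpd via pin tool; TGF-b 500 pg/mL final; 18 h, 37 C; GFP imaging ex488/em500-530; %Activity normalised to -TGF-b and +DMSO controls; CRC fit, curve class.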
# MmCpn inh: blocks the Methanococcus maripaludis chaperonin Mm-Cpn; purified Mm-Cpn ATPase, ADP Transcreener TR-FRET; Potency, µM (doses to about 76.9 µM), inactives show at the highest dose activity, negative = inhibition, hits mostly inhibitors; 330,000 tested, 0.031% active; also: potency is read from the fitted curve at half-maximal effect; % is scaled to controls: 0 for no effect and ±100 for the full control effect; nearly all actives have a fitted effect of over 80% in size
#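 Reaction buffer contained 30 mM Tris pH 7.4, 100 mM KCl, 5 mM MgCl2 and 1 mM DTT. Mm-CPN (25 nM final) hydrolysed 10 uM ATP over 30 min at 37°C; ADP was read by HTRF.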
# Nrf2 inh: inhibitors of Nrf2 signaling; A549 ARE-Fluc reporter, luciferase luminescence, 18-24 h; Potency, µM (series often up to 46 µM), without a hit: at the top dose activity change, negative = inhibition, actives largely listed as inhibitors; 360,000 tested, 2.1% active; AID 504444; also: potency is read from the fitted curve at half-maximal effect; % is scaled to controls: 0 for no effect and ±100 for the full control effect; nearly all actives have a fitted effect of over 60% in size
#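 Reporter: ARE-Fluc in A549. Exposure: 18-24 h, 37 °C, 5% CO2, 5% FBS OPTI-MEM. Readouts: fluorescent cytotoxicity (CellTiter-Fluor), then luminescent Nrf2 signal after BugLite.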
# S2 tox: viability counter-screen for ATXN expression inhibitors. 400,000 tested, 0.49% active. S2 cells (HEK-293 line with an ATXN2-luciferase reporter) viability, CellTiter-Fluor protease fluorescence, 24 h. Potency, µM (top dose mostly 56.7 µM), usual class: cytotoxic. AID 651635; also: potency is read from the fitted curve at half-maximal effect; nearly all actives have a fitted effect of over 40% in size
# CCT modulator: changes cytosolic chaperonin activity | purified chaperonin ATPase assay, HTRF ADP detection, 30 min | activity change, % (test concentration not listed), hits read low | 360,000 tested, 0.3% active | AID 651819; in the data active = activity change below about -30%; also: % is scaled to controls: 0 for no effect and ±100 for the full control effect
#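 ATPase activity: ADP formed was measured by HTRF Transcreener (665/615 nm ratio) after 30 min at 37 deg C with 10 uM ATP. Compounds screened at one 76 uM concentration against 40 or 20 nM TRiC in Tris pH 7.4/KCl/MgCl2/DTT buffer.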
# HepG2 viability: kills HepG2 cells in TGF-b inhibitor counter-screen; HepG2 CAGA-GFP viability, ATP luminescence, 18 h; Potency, µM (titrated, usually from 46.1 µM), for inactives: at the top dose activity change, negative = cytotoxicity, most hits filed as cytotoxic; 410,000 tested, 0.76% active; AID 588856; also: potency is read from the fitted curve at half-maximal effect; some results filed as inactive show a strong effect at the top dose
#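 HepG2 CAGA-GFP cells (1000/well, DMEM with 1% FBS) received compound, then TGF-beta at 500 pg/mL final, and were incubated 18 hours at 37 degrees C. Viability was read by CellTiter-Glo luminescence. Media-only wells were set as complete cell-killing and DMSO as no toxicity.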
# Nrf2 activator: Nrf2 pathway activation; AREc32 ARE-luciferase reporter (MCF7-derived line), luminescence, 24 h; Potency, µM (top dose mostly 46.1 µM), for the others: at the highest dose activation, usual class: activators; 410,000 tested, 0.31% active; also: potency is read from the fitted curve at half-maximal effect; % of control where 0% means no effect; nearly all actives have a fitted effect of over 65% in size
#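 Quantitative high-throughput format: AREc32 reporter cells, 1000 per well, received compound by pin transfer and were incubated 24 hr at 37 deg C, 5% CO2, before Steady-Glo luminescence detection.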
# The depositor's hits bear a star; i = inactive; ? = inconclusive; / = no result given; [ ] = remark or other dose. Unless noted, calls follow the shape of the dose curve; as a rule, active = well fitted curve in the direction sought with a large enough effect; inconclusive = small, poorly fitted or top-dose-only effect, or another doubt; inactive = no such curve, though single readings can be large; an effect the other way counts as inactive or inconclusive.
# Every second line gives: A549 tox	Akt phos inh	TGFb inhibitor	MmCpn inh	Nrf2 inh	S2 tox	CCT modulator	HepG2 viability	Nrf2 activator
NC(c1csc(Nc2ccc(C(F)(F)F)cn2)n1)C1CCCCC1 (stereo unspecified)
 : /	i	?	/	/	i	2.4	-87%	-5.0%
CCOC(=O)c1c(-c2ccccc2)oc2ccc(OCC)cc12
 : 0%	i	-3%	-4%	?	i	-1.1	-18%	2.1%
O=C(CSc1ccc(Cl)cc1)Nc1ccccc1N1CCN(C(=O)c2ccc(Cl)cc2)CC1
 : -4%	i	3%	0%	?	i	0.7	0%	-0.7%
Cc1cc(C(=O)N[C@H](c2ccccc2)[C@@]2(C)C[C@@H]2[C@@H](C)C(=O)Nc2ccc3ccccc3c2)n(C)n1
 : -22%	i	?	-3%	-28%	?	-3.9	-37%	-2.8%
CCC(C)C(=O)Nc1ccc([N+](=O)[O-])cc1OC (stereo unspecified)
 : -4%	i	2%	4%	-4%	i	-0.2	0%	0.3%
Cn1c(SCc2ccccc2)nc(C(F)(F)F)cc1=O
 : 5%	i	-3%	0%	7%	i	-2.0	-2%	3.5%
COc1ccc(C(=O)C[n+]2ccc3c(c2)nc(-c2ccc(OC)cc2OC)n3C)cc1
 : -11%	i	-6%	1%	?	i	-1.4	-3%	0.3%
COc1ccc(S(=O)(=O)N(C)c2ccc(C(=O)NC3CCCC3)cc2)cc1
 : 2%	i	1%	0%	-11%	i	-0.5	-15%	2.6%
CC(C)=CCc1c(O)c(CC=C(C)C)c2c(c1O)C(=O)CC(c1ccc(O)cc1)O2 (stereo unspecified)
 : -10%	i	?	/	-3%	?	-0.6	-106%	4.8%
C=CCN1CCN(C(c2ccccc2OC)c2nnnn2C(C)(C)C)CC1 (stereo unspecified)
 : 0%	i	9%	-10%	7%	i	-0.5	-2%	-0.7%
CCCCC(=O)OCc1cc(=O)n2nc(C3CCCCC3)sc2n1
 : 13%	/	0%	/	?	i	/	1%	-0.4%
Cc1ccc(Cc2nnc(SCC(=O)Nc3ccc(C)cc3C)[nH]c2=O)cc1
 : 4%	i	-7%	0%	0%	i	-4.8	10%	3.3%
CCC(=O)Nc1cccc(NC(=O)c2ccc3c(c2)OCCO3)c1
 : 3%	i	6%	5%	?	?	-11	1%	2.5%
O=C(NCc1cccs1)c1cc2c(s1)CS(=O)(=O)C2
 : -5%	/	?	0%	10%	i	1.2	1%	-0.5%
O=C(c1ccc(Cl)c(S(=O)(=O)N2CCc3ccccc3C2)c1)N1CCN(c2ccccc2)CC1
 : 1%	i	2%	0%	?	i	-2.4	25%	0.2%
O=C(Cc1cccs1)N1CCN(S(=O)(=O)c2ccc(F)c(F)c2)CC1
 : 1%	i	-2%	-2%	3%	i	-1.5	2%	0.0%
CCCOc1ccc(-c2nonc2NC(=O)c2cc(OC)c(OC)c(OC)c2)cc1OCCC
 : 1%	/	0%	/	6%	i	/	-9%	0.0%
CCOC(=O)Cc1csc(NS(=O)(=O)c2ccc(Br)cc2)n1
 : 0%	i	-2%	3%	-14%	i	2.3	-4%	0.5%[9.22 µM]
CC(=O)N1CCc2cc(CNC(=O)Nc3ccccc3C(F)(F)F)ccc21
 : 20%	/	-28%	/	/	i	/	-22%	0.4%
CC1(C)OC(=O)C(=NNc2ccccc2[N+](=O)[O-])C(=O)O1
 : 9%	i	-8%	1%	?	i	-1.6	-11%	-0.2%
Cc1nn(C)cc1NC(=O)c1cc2nc(-c3ccco3)cc(C(F)(F)F)n2n1
 : 0%	i	-13%	-1%	-10%	i	1.4	-18%	0.6%
COc1cc(SC)ccc1C(=O)Nc1c(C)cccc1C
 : 2%	i	0%	-4%	-9%	i	-0.7	-2%	-0.2%
CCCNC(=S)Nc1ccc(Cl)cc1Cl
 : 0%	i	2%	2%	0%	i	-2.4	1%	0.4%
COc1ccccc1CN1CCNC(=O)C1CC(=O)NCCC1=CCCCC1 (stereo unspecified)
 : 4%	i	?	1%	12%	?	0.1	-8%	-0.1%
Cc1cccc(N2CCN(S(=O)(=O)c3ccc4c(c3)NC(=O)CS4)CC2)c1C
 : -8%	i	?	3%	?	i	0.4	-4%	1.4%
CCc1ccccc1N1CC23C=CC(O2)C(C(=O)OC)C3C1=O (stereo unspecified)
 : -4%	i	18%	2%	9%	i	-0.9	-5%	-0.6%
Cc1cc(OCC(=O)N(Cc2ccco2)C2CCS(=O)(=O)C2)ccc1Cl (stereo unspecified)
 : -1%	i	-9%	-2%	-23%	i	3.1	3%	0.0%
CC(=O)Nc1cccc(CNCc2cccc(NC(C)=O)c2)c1
 : 1%	i	-6%	-7%	-17%	i	0.7	-6%	0.7%
Cc1cccc2c1-c1sc(C(=O)NCCCN3CCN(c4cccc(Cl)c4)CC3)cc1CO2
 : 2%	/	13µM*	/	7%[9.27 µM]	?	/	-86%	-2.7%
COc1cccc(/C=C/C(=O)Nc2ccc3c(c2)OCCO3)c1
 : -2%	i	-16%	-6%	9%	?	-1.1	-18%	8.2%

# Another view of part of the listing above:
mol	A549 tox	Akt phos inh	TGFb inhibitor	MmCpn inh	Nrf2 inh	S2 tox	CCT modulator	HepG2 viability	Nrf2 activator
Cc1nn(C)cc1NC(=O)c1cc2nc(-c3ccco3)cc(C(F)(F)F)n2n1	0%	i	-13%	-1%	-10%	i	1.4	-18%	0.6%
Cc1cccc(N2CCN(S(=O)(=O)c3ccc4c(c3)NC(=O)CS4)CC2)c1C	-8%	i	?	3%	?	i	0.4	-4%	1.4%
CC(=O)N1CCc2cc(CNC(=O)Nc3ccccc3C(F)(F)F)ccc21	20%	/	-28%	/	/	i	/	-22%	0.4%
O=C(c1ccc(Cl)c(S(=O)(=O)N2CCc3ccccc3C2)c1)N1CCN(c2ccccc2)CC1	1%	i	2%	0%	?	i	-2.4	25%	0.2%
O=C(Cc1cccs1)N1CCN(S(=O)(=O)c2ccc(F)c(F)c2)CC1	1%	i	-2%	-2%	3%	i	-1.5	2%	0.0%

# The list continues:
# Every second line gives: A549 tox	Akt phos inh	TGFb inhibitor	MmCpn inh	Nrf2 inh	S2 tox	CCT modulator	HepG2 viability	Nrf2 activator
COc1ccc(CNC(=O)C(C)OC(=O)C23CC4CC(CC(O)(C4)C2)C3)cc1 (stereo unspecified)
 : 1%	i	-4%	2%	3%	i	-27	-4%	-0.8%
Cc1cccc(/N=C/c2nc(-c3ccccc3Br)oc2O)n1
 : 21%	i	0%	-1%	11%	i	-3.5	-8%	?
CC(=O)Nc1ccc(OCC(=O)c2cc(C)ccc2C)cc1
 : -5%	i	-27%	0%	8%	i	-0.5	1%	2.7%
Cc1ccc(C(=O)CNc2ccccc2)cc1
 : 3%	i	-16%	0%	?	?	-1.8	-10%	3.0%
N#Cc1ccccc1NC(=O)CSC1=Nc2ccccc2C2CC=NN12 (stereo unspecified)
 : 1%	i	-2%	1%	-19%	?	-0.6	-12%	4.9%
CCCCN(C(C)=O)c1c(CC)nc2ccc(C(=O)NCc3cccs3)cn12
 : /	i	-15%	/	/	i	-3.1	-14%	-0.9%
CCCN(CCC)CCCNC(=O)Cn1ncc2c3ccccc3n(Cc3ccccc3)c2c1=O
 : -11%	/	1%	/	13%	?	/	-15%	0.8%
CCN(CC)C(=O)Cn1cc(SCC(=O)Nc2cccc(C)c2)c2ccccc21
 : 0%	/	-25%	/	-23%	i	/	-30%	-1.2%
Cc1ccc2c(=O)c(C(=O)c3ccc(F)cc3)cn(CC(=O)NCc3ccco3)c2n1
 : 0%	i	3%	1%	-9%	i	-0.1	7%	4.9%
CN1CCN(c2cccc3c2S(=O)(=O)N[C@@H](Cc2ccccc2)CO3)CC1
 : /	i	/	/	/	i	0.6	/	0.5%
CCc1cc(=O)oc2cc(C)cc(OCC(=O)NCCCN3CCOCC3)c12
 : 1%	i	-3%	-2%	-16%	i	1.3	-3%	0.0%
COc1ccc(-c2noc(CCN3C(=O)c4ccccc4C3=O)n2)cc1OC
 : /	i	39%[activator]	-9%	-12%	i	-0.1	10%	-0.6%
COc1ccc(-c2nn(-c3ccccc3)cc2CN2CCCO2)c(F)c1
 : -2%	i	-5%	3%	7%	i	0.2	-14%	0.1%
Cc1ccc(S(=O)(=O)N2CCC(C(=O)N[C@@H](C)C(=O)NCC3CCCO3)CC2)cc1 (stereo partly specified)
 : /	i	-21%	-2%	0%	i	-0.7	-14%	-0.4%
COc1ccc(C2=C(c3ccccc3)OC(OC)c3cc(F)ccc32)cn1 (stereo unspecified)
 : /	i	/	/	/	i	1.1	/	0.7%
COCc1nnc(NC(=O)COc2ccc3c(c2)OCO3)s1
 : 0%	i	-22%	-1%	?	i	0.6	1%	-0.4%
N=C1C(c2ccccc2)=C(O)CN1c1ccccc1
 : -5%	i	-27%	-2%	13%	i	-0.8	16%	-0.3%
CC(=O)Nc1cccc(-c2nnc(SCC(=O)N3CCCCC3)n2C)c1
 : -7%	i	-1%	-1%	6%	i	0.5	6%	-0.3%
Cc1ccc(-c2nc(CN(Cc3cnn(C)c3)C(C)C)c(C)o2)o1
 : 1%	i	-8%	1%	3%	?	-1.5	-10%	0.3%
O=C(CCC1N=C2c3ccccc3N=C(SCc3ccc(F)cc3)N2C1=O)NCc1ccc(F)cc1 (stereo unspecified)
 : 0%	/	-26%	/	/	i	/	-31%	-0.3%
CCn1c(SCC(=O)c2ccc(C)cc2)nnc1-c1ccncc1
 : -7%	i	11%	-1%	0%	i	-2.2	-2%	-0.6%
